C1s block = blocks human complement C1s protease activity | purified C1s, fluorogenic AMC substrate, pooled mixtures | mean inhibition % of two 10-compound mixtures (active compounds read high), % at 5 µM (by protocol) | AID 538 | 0.16% of 62,000 active | P09871;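 active = inhibition above 20% in each of the two 10-compound mixture wells holding the compound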;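 note: 0% = enzyme wells lacking compound mixture and 100% = no-enzyme blank wells; some compounds called inactive have numbers as strong as hits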
CatG inh = cathepsin G (human) inhibition | purified enzyme, AMC-tetrapeptide fluorescence, pooled mixtures | inhibition, % at 5 µM (by protocol) | 0.2% of 62,000 active | AID 581;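 active = inhibition above 20% in each of the two mixture wells holding the compound; inactive = inhibition of 20% or less in either well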;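 note: 0% = enzyme control without mixture and 100% = blank lacking enzyme; strong numbers were not always called active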
FXIa inh mix = blocks human factor XIa in pooled compound mixtures; purified FXIa, fluorogenic substrate; P03951; inhibition, % at 5 µM; 0.19% of 62,000 active; AID 680;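 note: each value is inhibition by a whole ten-compound pool holding the compound; 0% = enzyme with no mixture and 100% = wells lacking enzyme; strong numbers were not always called active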
Target sequence (P03951 19-387 limits assumed): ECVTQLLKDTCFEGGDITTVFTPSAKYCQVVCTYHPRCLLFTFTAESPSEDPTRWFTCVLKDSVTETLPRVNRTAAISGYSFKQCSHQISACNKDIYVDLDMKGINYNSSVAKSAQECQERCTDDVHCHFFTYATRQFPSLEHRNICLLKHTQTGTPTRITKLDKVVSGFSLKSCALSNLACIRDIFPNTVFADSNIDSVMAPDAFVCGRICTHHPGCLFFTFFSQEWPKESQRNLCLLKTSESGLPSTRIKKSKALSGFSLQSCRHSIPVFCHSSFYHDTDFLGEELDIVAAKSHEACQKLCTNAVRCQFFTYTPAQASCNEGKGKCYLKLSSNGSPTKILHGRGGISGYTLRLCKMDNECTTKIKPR
Target sequence (P03951 388-625 limits assumed): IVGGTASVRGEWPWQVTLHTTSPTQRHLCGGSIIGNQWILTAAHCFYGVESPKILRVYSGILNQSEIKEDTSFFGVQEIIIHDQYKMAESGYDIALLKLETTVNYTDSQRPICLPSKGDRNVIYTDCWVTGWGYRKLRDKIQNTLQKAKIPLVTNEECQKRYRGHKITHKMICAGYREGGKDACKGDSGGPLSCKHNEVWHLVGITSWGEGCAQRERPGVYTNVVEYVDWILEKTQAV
CatS block = inhibitors of human cathepsin S | recombinant cathepsin S, AMC dipeptide fluorescence, pooled mixtures | inhibition, %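 (tested at 5 µM per compound within 10-compound mixtures)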 | 0.06% of 62,000 active; in the data active = inhibition above about 32%, passing the limit was not always enough;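 note: 0% = enzyme without compound and 100% = blank without enzyme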
Target sequence (P25774 115-331 limits assumed): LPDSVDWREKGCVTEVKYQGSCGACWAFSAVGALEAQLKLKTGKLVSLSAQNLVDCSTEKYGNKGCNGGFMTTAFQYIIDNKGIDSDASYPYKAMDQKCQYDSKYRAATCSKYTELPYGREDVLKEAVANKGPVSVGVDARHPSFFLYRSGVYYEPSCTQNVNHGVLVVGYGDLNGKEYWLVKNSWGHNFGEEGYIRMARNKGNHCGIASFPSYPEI
Abs 340nm = compound absorbs light at 340 nm | compound absorbance at 340 nm, fold over control | fold change at 10 µM | 65,000 tested, under 10 active | AID 708;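 active = at 10 µM dose, initial 340 nm absorbance at least 2 fold that of control wells; inactive = change under 2 fold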;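 note: initial absorbance extrapolated from kinetic A340 decline of NADH oxidation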
CatB mix inh = inhibitors of human cathepsin B in compound mixtures. 0.06% of 62,000 active. P07858. inhibition, %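 (ten-compound pools at 5 µM per compound and 50 µM total)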. AID 488. Purified cathepsin B, AMC dipeptide fluorescence; in the data active = inhibition above about 22%, passing the limit was not always enough;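 note: 0% = enzyme without compound and 100% = no enzyme blank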
CatL inh = blocks human cathepsin L protease activity | purified cathepsin L, fluorogenic substrate, fluorescence | inhibition, %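 (tested at 10 µM)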 | 0.17% of 58,000 active | AID 460; in the data active = inhibition above about 45%;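 note: 0% = enzyme with no compound and 100% = no enzyme blank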
Target sequence (P07711 114-288 limits assumed): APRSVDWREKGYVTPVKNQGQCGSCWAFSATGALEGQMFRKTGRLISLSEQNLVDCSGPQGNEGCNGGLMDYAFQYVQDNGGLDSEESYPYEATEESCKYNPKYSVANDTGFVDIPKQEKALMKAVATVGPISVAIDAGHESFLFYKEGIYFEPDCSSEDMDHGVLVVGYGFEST
Target sequence (P07711 292-333 limits assumed): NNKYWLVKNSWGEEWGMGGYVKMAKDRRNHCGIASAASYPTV
FXIIa mix inh = inhibitors of human coagulation factor XIIa, pooled mixtures. inhibition, % at 5 µM. AID 684. purified FXIIa, fluorogenic substrate. P00748. 0.2% of 62,000 active;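 note: 0% = enzyme without compound and 100% = no enzyme blank; some results filed as inactive read as strong as hits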
CatB inh = inhibitors of human cathepsin B; inhibition, %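 (tested at 10 µM)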; purified cathepsin B, fluorogenic substrate, fluorescence; AID 453; P07858; 0.1% of 63,000 active; in the data active = inhibition above about 21%;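 note: 0% = enzyme with no compound and 100% = no enzyme blank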
* = called active by the depositor. Cut-off read from the data, not from the text of the source, unless noted: active = inhibition above about 20% (passing the limit was not always enough); inactive = the rest. Not all compounds are listed (hit frequency here may not be typical).

What do the screens show for `CC1(C)CC(=O)C(C=NCC2CCNCC2)=C(O)C1`?
C1s block: 6; CatG inh: 3; FXIa inh mix: 1; CatS block: -5; Abs 340nm: 0.99; CatB mix inh: -8; CatL inh: 0; FXIIa mix inh: 3; CatB inh: 2

Results for CCCN(c1ccc(C(C)C)cc1)S(=O)(=O)c1c(C)[nH]c(=O)[nH]c1=O ?
C1s block: 17; CatG inh: 11; FXIa inh mix: 5; CatS block: 6; Abs 340nm: 1; CatB mix inh: 2; CatL inh: 29; FXIIa mix inh: -19; CatB inh: 3

Results for COc1ccc(OC)c(NC=C2C(=O)OC3(CCCCC3)OC2=O)c1 ?
C1s block: -7; CatG inh: 3; FXIa inh mix: 3; CatS block: 8; Abs 340nm: 1.2; CatB mix inh: -5; CatL inh: 7; FXIIa mix inh: 4; CatB inh: -3

Results for O=c1nc(NC2CCCC2)ccn1Cc1cccc(Br)c1 ?
C1s block: 12; CatG inh: 7; FXIa inh mix: 5; CatS block: -1; Abs 340nm: 1.1; CatB mix inh: 3; CatL inh: 2; FXIIa mix inh: 15; CatB inh: 0

What do the screens show for `Cc1ccc(SCCC(=O)N2CCC(C(N)=O)CC2)cc1`?
C1s block: -45; CatG inh: -3; FXIa inh mix: -6; CatS block: -6; Abs 340nm: 1; CatB mix inh: 3; CatL inh: 1; FXIIa mix inh: 3; CatB inh: -3

How did C=C1C(C(=O)N2CCOCC2)C1C(=O)N1CCOCC1 (stereo not given) do in these assays?
C1s block: -7; CatG inh: -3; FXIa inh mix: 0; CatS block: -9; Abs 340nm: 1; CatB mix inh: 6; CatL inh: 6; FXIIa mix inh: 8; CatB inh: -6

How did NCCCSC1=NCCCN1 do in these assays?
C1s block: -3; CatG inh: -2; FXIa inh mix: 2; CatS block: -3; Abs 340nm: 0.97; CatB mix inh: 1; CatL inh: -3; FXIIa mix inh: -1; CatB inh: -1

What do the screens show for `Cc1ccc(-n2c(SCC(=O)NC3CCCCC3)nc3c(c2=O)SCC3)cc1`?
C1s block: 1; CatG inh: 2; FXIa inh mix: -1; CatS block: 21; Abs 340nm: 1.1; CatB mix inh: -2; CatL inh: 16; FXIIa mix inh: 12; CatB inh: 2

How did Cc1ccccc1CS(=O)(=O)Cc1ccc(C(=O)NCCCN2CCOCC2)o1 do in these assays?
C1s block: -27; CatG inh: -12; FXIa inh mix: 0; CatS block: 13; Abs 340nm: 1; CatB mix inh: 7; CatL inh: 1; FXIIa mix inh: 12; CatB inh: 2

Results for CCOc1ccc(C(=O)Nc2ccc3c(c2)OCCO3)cc1OC ?
C1s block: -14; CatG inh: -11; FXIa inh mix: 3; CatS block: 0; Abs 340nm: 1; CatB mix inh: -2; CatL inh: -5; FXIIa mix inh: -15; CatB inh: 0

What do the screens show for `CCOc1ccc2nc(NCCNC(=O)C3CC3)c(C)cc2c1`?
C1s block: 15; CatG inh: -4; FXIa inh mix: -3; CatS block: 16; Abs 340nm: 1; CatB mix inh: 6; CatL inh: -15; FXIIa mix inh: 6; CatB inh: 3

How did COc1ccccc1C(=O)Nc1ccccn1 do in these assays?
C1s block: -3; CatG inh: 5; FXIa inh mix: 4; CatS block: 8; Abs 340nm: 1; CatB mix inh: -3; CatL inh: 22; FXIIa mix inh: 4; CatB inh: -1

Results for CC1CCCN(c2ccc(C(=O)NCC3CCCO3)cn2)C1 (stereo not given) ?
C1s block: -16; CatG inh: -14; FXIa inh mix: 1; CatS block: 2; Abs 340nm: 1.1; CatB mix inh: 1; CatL inh: 6; FXIIa mix inh: 10; CatB inh: 1

What do the screens show for `COc1ccc(NC2CC(=O)N(c3cccc(C)c3)C2=O)cc1` (stereo not given)?
C1s block: -3; CatG inh: 0; FXIa inh mix: 8; CatS block: -3; Abs 340nm: 1; CatB mix inh: 1; CatL inh: 0; FXIIa mix inh: -16; CatB inh: 2

Results for Cc1noc(/C=C/N(C)C)c1S(=O)(=O)N1CCN(c2ccccc2)CC1 ?
C1s block: 27; CatG inh: 7; FXIa inh mix: -2; CatS block: -3; Abs 340nm: 1.2; CatB mix inh: 0; CatL inh: 53*; FXIIa mix inh: 4; CatB inh: 2

Looked up by compound from above, two records:
How did C=C1C(C(=O)N2CCOCC2)C1C(=O)N1CCOCC1 (stereo not given) do in these assays?
C1s block: -7; CatG inh: -3; FXIa inh mix: 0; CatS block: -9; Abs 340nm: 1; CatB mix inh: 6; CatL inh: 6; FXIIa mix inh: 8; CatB inh: -6

Results for CCOc1ccc(C(=O)Nc2ccc3c(c2)OCCO3)cc1OC ?
C1s block: -14; CatG inh: -11; FXIa inh mix: 3; CatS block: 0; Abs 340nm: 1; CatB mix inh: -2; CatL inh: -5; FXIIa mix inh: -15; CatB inh: 0

Going on with the list.
How did O=C(CCc1nc(-c2ccccc2F)no1)NC1CCN(Cc2ccccc2)CC1 do in these assays?
C1s block: -19; CatG inh: -3; FXIa inh mix: 5; CatS block: 12; Abs 340nm: 1; CatB mix inh: 0; CatL inh: 17; FXIIa mix inh: 0; CatB inh: -5

What do the screens show for `O=c1c2ccccc2nnn1CSc1nnc(-c2cccc(S(=O)(=O)N3CCCCC3)c2)o1`?
C1s block: 2; CatG inh: -2; FXIa inh mix: 5; CatS block: 9; Abs 340nm: 1.1; CatB mix inh: 0; CatL inh: 18; FXIIa mix inh: 6; CatB inh: 3

Results for Cc1cc(Cl)ccc1OCc1nc(-c2ccc(O)cc2)n[nH]1 ?
C1s block: 3; CatG inh: 0; FXIa inh mix: 4; CatS block: -2; Abs 340nm: 1; CatB mix inh: 5; CatL inh: -5; FXIIa mix inh: 3; CatB inh: -4

What do the screens show for `COC(=O)Cn1c(=NC(=O)CSCC(=O)NC2CCCCC2)sc2cc(OC)ccc21`?
C1s block: 14; CatG inh: 9; FXIa inh mix: 17; CatS block: -3; Abs 340nm: 1.2; CatB mix inh: 5; CatL inh: 15; FXIIa mix inh: 2; CatB inh: 0

How did Cc1nn(-c2ccc(F)cc2)c(C)c1NS(=O)(=O)c1ccc(Cl)cc1 do in these assays?
C1s block: -71; CatG inh: -1; FXIa inh mix: 0; CatS block: 7; Abs 340nm: 0.97; CatB mix inh: 3; CatL inh: 2; FXIIa mix inh: -12; CatB inh: -3

Results for Cc1cccc(CS(=O)(=O)Cc2ccc(C(=O)NCC3CCCO3)o2)c1 (stereo not given) ?
C1s block: 0; CatG inh: -3; FXIa inh mix: 1; CatS block: 1; Abs 340nm: 1; CatB mix inh: 5; CatL inh: 0; FXIIa mix inh: 9; CatB inh: 1

What do the screens show for `Cc1cc(C)c(S(=O)(=O)N(C)CC(=O)NC2CCCC2)c(C)c1`?
C1s block: 2; CatG inh: -1; FXIa inh mix: 1; CatS block: 5; Abs 340nm: 1.1; CatB mix inh: 3; CatL inh: 2; FXIIa mix inh: 1; CatB inh: -2

What do the screens show for `CCOC(=O)CC(=O)CSc1nc2sc(C)cc2c(=O)n1Cc1ccco1`?
C1s block: -20; CatG inh: -14; FXIa inh mix: -7; CatS block: 7; Abs 340nm: 1; CatB mix inh: 3; CatL inh: 0; FXIIa mix inh: 18; CatB inh: 8

How did Cc1cccn2c(=O)c3cc(C#N)c(=NC(=O)c4ccc5c(c4)OCO5)n(CC(C)C)c3nc12 do in these assays?
C1s block: -1; CatG inh: -32; FXIa inh mix: 1; CatS block: -3; Abs 340nm: 1; CatB mix inh: 5; CatL inh: -1; FXIIa mix inh: -19; CatB inh: -2

How did COc1ccc(NC(=O)Nc2ccc(C(=O)N3CCOCC3)cc2)cc1 do in these assays?
C1s block: -47; CatG inh: -6; FXIa inh mix: -9; CatS block: -3; Abs 340nm: 1; CatB mix inh: -2; CatL inh: 0; FXIIa mix inh: 5; CatB inh: 0

What do the screens show for `CC(=O)c1cc2c(cc1NS(=O)(=O)c1ccc3c(c1)OCCO3)OCO2`?
C1s block: 3; CatG inh: 1; FXIa inh mix: 11; CatS block: -4; Abs 340nm: 1; CatB mix inh: -5; CatL inh: -11; FXIIa mix inh: 4; CatB inh: -4

How did O=C(NCc1cccnc1)C1c2ccccc2C(=O)N1C1CCCCCC1 (stereo not given) do in these assays?
C1s block: -13; CatG inh: -5; FXIa inh mix: 0; CatS block: -7; Abs 340nm: 1; CatB mix inh: -4; CatL inh: -6; FXIIa mix inh: 9; CatB inh: -1

Results for CCn1c(C(C#N)/C(=N\S(=O)(=O)c2cccs2)c2ccccc2)nc2ccccc21 (stereo not given) ?
C1s block: 5; CatG inh: 8; FXIa inh mix: 10; CatS block: 5; Abs 340nm: 1; CatB mix inh: 0; CatL inh: 2; FXIIa mix inh: 2; CatB inh: 0

What do the screens show for `CN(C)S(=O)(=O)c1cc(C(=O)NCC2CCCO2)c(Cl)cc1Cl` (stereo not given)?
C1s block: 5; CatG inh: 5; FXIa inh mix: 3; CatS block: 18; Abs 340nm: 1; CatB mix inh: 3; CatL inh: 3; FXIIa mix inh: 12; CatB inh: 1

How did CCN(CC)CCn1c(NCc2ccc(OC)cc2)nc2ccccc21 do in these assays?
C1s block: 14; CatG inh: 10; FXIa inh mix: 4; CatS block: 2; Abs 340nm: 1; CatB mix inh: -1; CatL inh: 5; FXIIa mix inh: 1; CatB inh: 1

What do the screens show for `CCOc1ccccc1Nc1nc2ccccc2[nH]1`?
C1s block: 0; CatG inh: -1; FXIa inh mix: 3; CatS block: 6; Abs 340nm: 1; CatB mix inh: 4; CatL inh: 2; FXIIa mix inh: 3; CatB inh: 6

How did CCc1nccn1S(=O)(=O)c1ccc(Br)cc1Br do in these assays?
C1s block: 11; CatG inh: 8; FXIa inh mix: 6; CatS block: 11; Abs 340nm: 0.98; CatB mix inh: 2; CatL inh: -9; FXIIa mix inh: 3; CatB inh: 2

What do the screens show for `O=C1N/C(=C\c2ccccc2)c2ccccc21`?
C1s block: 27; CatG inh: 44; FXIa inh mix: 14; CatS block: 0; Abs 340nm: 1.2; CatB mix inh: -3; CatL inh: 1; FXIIa mix inh: 2; CatB inh: -2

What do the screens show for `Cc1ccc(S(=O)(=O)N2CCCC(C(=O)NCCCN3CCCCC3C)C2)cc1` (stereo not given)?
C1s block: 2; CatG inh: 2; FXIa inh mix: 7; CatS block: -7; Abs 340nm: 1; CatB mix inh: 0; CatL inh: -8; FXIIa mix inh: 4; CatB inh: 4

How did Cc1cc(-c2ccccc2)nc(N2CCC(C(=O)NC(C)C)CC2)n1 do in these assays?
C1s block: 6; CatG inh: 9; FXIa inh mix: 4; CatS block: -7; Abs 340nm: 0.95; CatB mix inh: 4; CatL inh: 1; FXIIa mix inh: 31; CatB inh: 5

Results for Cc1ccc(NC(=O)CN2C(=O)NC(Cc3ccccc3)C2=O)cc1 (stereo not given) ?
C1s block: 5; CatG inh: 1; FXIa inh mix: 4; CatS block: 18; Abs 340nm: 1; CatB mix inh: 2; CatL inh: 10; FXIIa mix inh: -2; CatB inh: 5

What do the screens show for `Cn1c(=O)c2c(nc(N3CCCCC3)n2CCCNC2=NCCCC2)n(C)c1=O`?
C1s block: 12; CatG inh: 11; FXIa inh mix: 5; CatS block: 8; Abs 340nm: 1; CatB mix inh: 1; CatL inh: -11; FXIIa mix inh: -12; CatB inh: 4

How did CCOC(=O)CN1C(=O)C(O)=C(C(C)=O)C1c1ccc(F)cc1 (stereo not given) do in these assays?
C1s block: 18; CatG inh: 12; FXIa inh mix: 5; CatS block: -1; Abs 340nm: 1.1; CatB mix inh: 5; CatL inh: -6; FXIIa mix inh: 2; CatB inh: 1

How did CCC(C)SCc1nc2ccccc2[nH]1 (stereo not given) do in these assays?
C1s block: -8; CatG inh: 10; FXIa inh mix: -1; CatS block: -5; Abs 340nm: 1; CatB mix inh: 3; CatL inh: 5; FXIIa mix inh: 3; CatB inh: 4

How did C=C(C)Cn1c(Sc2nnc(C)s2)nc2c1c(=O)[nH]c(=O)n2C do in these assays?
C1s block: -33; CatG inh: -4; FXIa inh mix: -6; CatS block: 7; Abs 340nm: 1; CatB mix inh: -1; CatL inh: 7; FXIIa mix inh: 4; CatB inh: -1

Screens (PubChem BioAssay)
